Assay outcomes from PubChem.
CAL PDZ FP-1 – CAL PDZ peptide-binding inhibitors, primary screen, biochemical, fluorescence polarization, Cer-tagged CAL PDZ, HTS | Golgi-associated PDZ and coiled-coil motif-containing protein (Homo sapiens), Q9HD26 | purified CAL PDZ, TMR-peptide fluorescence polarization, 1 h | inhibition, % at 20 µM | 330,000 tested, 0.02% active | AID 504414, 2011;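 active means highest replicate inhibition of at least 40%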;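 further: plate controls were DMSO neutral control wells for no effect and unlabeled competitor peptide control wells for full effect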
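Assay system – tagged CAL PDZ protein CerCALP, purified · Timing – 1 h at RT · Compound – single point, 20 µM · Measured by – fluorescence polarization from S- and P-plane intensities, G-factor corrected · Evaluation – inhibition from polarization loss · Probe or stimulus – TMR reporter peptide T*-PRC34 · Buffer or medium – pH 7.4 phosphate-saline buffer, reducing agent, detergent, IgG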
Wnt act – Wnt/beta-catenin pathway activators, primary screen, cell-based, plate reader, single point. Wnt/beta-catenin reporter cell assay, activator. activation, % at 9.35 µM. 300,000 tested, 1.2% active; in the data active means activation above about 30%, passing the limit was not always enough;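 further: 0% = neutral control wells and 100% = positive control wells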
CDK5 inh – inhibitors of human CDK5/p35 kinase, primary screen, biochemical, single concentration; Recombinant CDK5/p35, ADP-Glo luminescence, 60 min; AID 488839, 2010; inhibition, % at 10 µM; 330,000 tested, 0.01% active; Cyclin-dependent kinase 5 (Homo sapiens) + Cyclin-dependent kinase 5 activator 1 (Homo …;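 active means highest replicate inhibition of at least 50% and at least 75% of replicates reaching 50%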;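 further: plate controls were DMSO neutral control for no effect and GW8510 at 10 µM for full effect; many of its hits are not listed in these tables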
Target sequence (Q00535 whole entry, looked up): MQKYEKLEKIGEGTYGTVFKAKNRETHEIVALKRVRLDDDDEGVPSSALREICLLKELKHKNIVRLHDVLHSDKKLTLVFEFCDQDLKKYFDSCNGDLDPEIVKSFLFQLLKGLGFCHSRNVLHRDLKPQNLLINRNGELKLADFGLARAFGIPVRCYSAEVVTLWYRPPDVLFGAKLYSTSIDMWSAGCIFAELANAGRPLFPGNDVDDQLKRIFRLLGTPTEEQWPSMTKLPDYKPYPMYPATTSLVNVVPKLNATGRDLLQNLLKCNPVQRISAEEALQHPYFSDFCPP
Target sequence (Q15078 whole entry, looked up): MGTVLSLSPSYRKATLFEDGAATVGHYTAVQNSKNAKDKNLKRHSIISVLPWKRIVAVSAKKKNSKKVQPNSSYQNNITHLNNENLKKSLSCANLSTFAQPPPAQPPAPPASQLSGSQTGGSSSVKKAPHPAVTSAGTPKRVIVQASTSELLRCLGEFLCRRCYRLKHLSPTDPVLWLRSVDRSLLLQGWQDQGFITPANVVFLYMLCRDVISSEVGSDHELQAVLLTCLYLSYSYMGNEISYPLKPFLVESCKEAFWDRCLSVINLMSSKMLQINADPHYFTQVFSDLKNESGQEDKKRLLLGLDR
Tat export inh – E. coli Tat export inhibitors, primary screen, MC4100, TorA-mCherry reporter, fluorescence, single point; 340,000 tested, 0.036% active; inhibition, % at 10 µM;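 active means mean replicate inhibition at least 50% and at least half of replicates individually reaching 50%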;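 further: exported cargo escapes ClpAP degradation while cytoplasmic cargo is degraded and loses fluorescence; 0% = median of neutral control wells and 100% = median of NaSCN control wells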
MITF act – activators of MITF-driven TRPM1 promoter reporter, primary screen, cell-based, SK-MEL-5, luciferase, single point; SK-MEL-5 TRPM1-promoter luciferase, 24 h; % of positive control, neutral wells = 0; activation, % at 12.5 µM; 300,000 tested, 0.75% active; AID 588334, 2011;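 active means mean activation of at least 80% with every replicate also reaching 80%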;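 further: 0% = neutral control wells and 100% = parthenolide positive control wells; values of inactives mirror those of a sister screen read the other way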
V-ATPase pH – regulators of yeast V-ATPase proton pumping, primary screen, pHLuorin cytosolic pH fluorescence. S. cerevisiae. response, % at 10 µM. 350,000 tested, 0.37% active; in the data active means response mostly above about 7.3%, no sharp cut-off; inactive means mostly below about 5.4%; further: actives read high; inactives centre near 0; some compounds called inactive have numbers as strong as hits; reference of the scale not given here
Rtt109 HAT inh – inhibitors of C. albicans Rtt109/Vps75 HAT, primary screen, biochemical, ThioGlo CoA-SH fluorescence, plate reader | purified Rtt109/Vps75, 4 h | inhibition, % at 34.9 µM | 330,000 tested, 0.16% active;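 active means inhibition of at least 50% in every replicate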
CAL PDZ FP-2 – untagged CAL PDZ binding inhibitors, primary screen, biochemical, fluorescence polarization, HTS; purified CAL PDZ, TMR-peptide fluorescence polarization, 1 h; AID 602252, 2012; inhibition, % at 24.9 µM; 300,000 tested, 0.92% active;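 active means mean inhibition of at least 30% with at least half of replicates also reaching 30%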;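 further: 0% = DMSO neutral control and 100% = excess unlabeled competitor peptide PRC23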
dFosB act – activators of delta FosB homodimer, primary screen, biochemical, fluorescence polarization, TAMRA-CDK5 oligo, single point. AID 493131, 2011. 340,000 tested, 0.99% active. purified delta FosB; percent of positive-control signal above neutral wells. activation, % at 25 µM;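 active means mean activation above about 17%, with every replicate also reaching it, limit read from the data, passing the limit was not always enough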;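 further: fluorescence polarization rise as delta FosB binds a TAMRA Cdk5 AP-1 oligo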
Target sequence (P13346 whole entry, looked up): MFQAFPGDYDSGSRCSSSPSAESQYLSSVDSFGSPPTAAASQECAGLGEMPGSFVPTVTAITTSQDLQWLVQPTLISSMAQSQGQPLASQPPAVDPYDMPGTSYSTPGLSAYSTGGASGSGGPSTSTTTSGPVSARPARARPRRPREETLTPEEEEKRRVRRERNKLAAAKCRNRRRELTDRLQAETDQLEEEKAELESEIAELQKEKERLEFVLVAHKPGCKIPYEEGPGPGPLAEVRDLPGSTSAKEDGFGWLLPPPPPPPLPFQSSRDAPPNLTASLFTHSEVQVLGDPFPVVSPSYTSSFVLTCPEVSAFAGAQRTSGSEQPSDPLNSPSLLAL
RTF Ca sens act – cardiac RTF calcium sensitivity activators, primary screen, biochemical, IANBD-TnC fluorescence, EC20 calcium. activation, % at 7.2 µM. IANBD-labeled TnC RTF fluorescence at EC20 calcium; 0% EC20 calcium, 100% full calcium. Troponin I, cardiac muscle (Homo sapiens) + Troponin T, cardiac muscle (Homo sapiens) + …. 340,000 tested, 0.24% active;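 active means activation above the mean over all tested compounds plus 3 SD, cut at about 30% in these data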;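 further: rise in fluorescence read as greater calcium sensitivity of cardiac thin filaments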
Starred values were filed as active, the others as inactive; · = no result given; & = joins results of further samples. This is a random part of the collection; about 4.1% have a hit in one of these screens.

Fields: CAL PDZ FP-1 | Wnt act | CDK5 inh | Tat export inh | MITF act | V-ATPase pH | Rtt109 HAT inh | CAL PDZ FP-2 | dFosB act | RTF Ca sens act
> COc1ccc(NC(=O)CSCc2ccccc2C)cc1
    -0.3 | · | 1.2 | -4 | 21 | 2 | 1 | 4 | -2 | -4
> COc1ccccc1C(=O)NCCCn1cc(Br)c(C)n1
    -1.6 | -2 | -0.5 | -2 | 10 | -1 | 10 | -1 | -6 | -1
> CCCCn1c(-c2cccc(F)c2)nc2c1c(=O)[nH]c(=O)n2CC(C)C
    -1.7 | -2 | 1.5 | -4 | -5 | 1 | 0 | -2 | -11 | -4
> Cc1ccccc1CC(=O)NC1CCN(Cc2ccccc2)CC1
    -1.1 | 0 | -0.6 | -5 | · | -4 | 3 | 0 | 8 | -4
> CCOC(=O)C1=C(C)NC(SCC(N)=O)=C(C#N)C1c1cccs1 (configuration not stated)
    -0.6 | · | 0.5 | 1 | 7 | 0 | -2 | -3 | 0 | -2
> CC1CN(C(=O)COC(=O)COc2ccc(C#N)cc2)CC(C)O1 (configuration not stated)
    -1.3 | -3 | 1.6 | 1 | 8 | 0 | -26 | -1 | -4 | 1
> O=C(NC(=S)Nc1ccc2[nH]c(=O)[nH]c2c1)c1ccccc1[N+](=O)[O-]
    0.8 | -1 | 1.1 | 0 | 10 | -1 | -4 | -5 | 5 | 3
> C=C(C(=O)O)C1CCC2(C)CCCC(C)(O)C2C1 (configuration not stated)
    1.1 | -1 | 0.2 | -6 | 12 | -2 | -10 | 3 | 8 | -6
> CCn1c(SCC(=O)c2ccc3c(c2)Cc2ccccc2-3)nnc1-c1ccc(N)cc1
    -0.4 | · | 0.3 | -5 | 0 | -4 | -1 | 4 | 3 | -5
> OC1CCCC1NCc1ccnc2cc(Cl)ccc12 (configuration not stated)
    -1.1 | -1 | 1.7 | 1 | 7 | -1 | -8 | 2 | -2 | 1
> CCOC(=O)Cc1csc(NC(=O)COc2ccc(N(C)S(=O)(=O)c3ccc(C)cc3)cc2)n1
    -1.4 | -6&0 | 0.1 | -9 | -6 | 2 | -7 | -3 | -12 | -5
> CCOC(=O)N1CCN(C(=O)CSc2nc(=O)n3cccc(C)c3n2)CC1
    -3.3 | -3 | -2.0 | 4 | 16 | 5 | -24 | 1 | -8 | -4
> CC1CC(=O)c2cnc(NCc3ccco3)nc2C1 (configuration not stated)
    · | 1 | -1.2 | 1 | -3 | 4 | 2 | -5 | 1 | -1
> O=C(CN1CCN(CC(=O)Nc2cccc(F)c2)CC1)Nc1ccc(-c2ccccc2)cc1
    -1.0 | 1 | 0.9 | -1 | -2 | -5 | 1 | 58* | 1 | -8
> CSc1cccc(CN2CCC(Oc3cccc(C(=O)N4CCCC4)c3)CC2)c1
    -1.7 | -4 | -0.9 | 20 | -2 | -4 | 7 | 6 | 2 | 1
> COc1cc(OC)cc(OC(=O)c2cccc(S(=O)(=O)N3CCN(C)CC3)c2)c1
    -4.1 | -1 | 0.4 | -1 | -3 | 7 | 14 | -4 | -3 | -3
> CC1=C(C(=O)OCCNC(=O)c2cccnc2)C(c2cccc([N+](=O)[O-])c2)C(C(=O)OCCN(C)C)=C(C)N1 (configuration not stated)
    -0.8 | -6 | 0.1 | 3 | 0 | 0 | 16 | -8 | 0 | 6
> O=C(O)C1CC(=O)N(c2ccc(Br)cc2)C1 (configuration not stated)
    0.2 | · | 0.0 | -8 | -6 | 2 | 6 | -4 | 0 | -4
> Cc1cc(C)n(C(=O)CNC(=O)c2cccc(F)c2)n1
    -0.8 | 3 | -0.8 | -3 | 0 | 6 | 3 | -4 | 9 | -2
> CCn1cc(S(=O)(=O)NCCc2ccc(F)cc2)cn1
    -2.2 | 2 | 0.3 | 4 | 2 | -2 | -11 | -5 | 1 | 0
> Cc1ccc(S(=O)(=O)N2CCCC(C(=O)Nc3ccc(C(=O)O)cc3)C2)cc1Cl (configuration not stated)
    0.0 | -12 | 0.4 | -1 | 18 | 0 | -1 | · | -8 | 0
> COC(=O)C1=C(C)N(CCc2ccccc2)C(=O)/C1=C\c1ccco1
    -0.9 | -2 | 0.4 | -2 | 1 | 2 | 4 | -1 | -8 | 0
> CCN1CCN(CCCN(Cc2ccco2)C(=S)Nc2cccc(Cl)c2C)CC1
    -2.8 | 1 | -8.1 | 27 | -3 | 2 | -2 | -4 | -1 | 6
> Cc1csc(NC(=O)c2ccc(S(=O)(=O)N3CCN(C)CC3)cc2)n1
    -3.3 | 0 | -0.6 | -3 | 4 | -4 | 9 | -9 | -9 | 7
> CC(=O)N(Cc1ccccc1)Cc1nc2sc(C)c(C)c2c(=O)[nH]1
    -0.5 | 0 | -1.6 | -2 | -9 | 2 | 1 | -1 | 4 | -1
> O=C(COc1ccc(S(=O)(=O)N2CCCCC2)cc1)N1CCCCCC1
    -1.4 | · | -0.3 | -9 | 0 | -5 | 5 | · | -7 | -7
> CCOC(=O)c1ccc(NC(=O)c2ccc(OC(C)C)c(OC)c2)cc1
    -2.3 | 1 | -2.3 | 3 | 15 | 1 | 6 | -2 | -16 | -3
> COc1ccc(CN2CC(=O)N3[C@H]4c5ccccc5OC[C@@H]4[C@H](c4ccccc4)[C@]3(C)C2=O)cc1
    -0.4 | -5 | -0.8 | 7 | 9 | 0 | 4 | -1 | -5 | -3
> CCCN(CC(=O)Nc1ccccc1C)C(=O)C1CCN(c2ncnc3sc(C)c(C)c23)CC1
    -2.3 | -3 | -11 | -7 | 1 | 1 | 9 | -1 | -13 | -6
> Cc1ccc(C=Nc2ccccc2C(=O)Nc2ccccc2)cc1
    -2.0 | 5 | -1.3 | -5 | 6 | 1 | -30 | -21 | 2 | -3
> N#CCCn1cc(C=C(C#N)C#N)c(-c2ccc(Cl)cc2)n1
    -1.6 | -2 | 0.3 | 3 | 5 | 2 | 1 | 0 | -7 | ·
> CCOC(=O)C1C(=O)Nc2nc3ccccc3n2C1C(C)C (configuration not stated)
    -0.5 | 27 | -0.3 | -2 | · | 4 | -7 | 2 | -10 | 3
> Cc1ccc(C(=O)/C=C/c2ccco2)c(O)c1
    -0.5 | 27 | -0.6 | -15 | 26 | 1 | 2 | 0 | -10 | 5
> Cc1ccc(-c2c(C)nn3c(N4CCOCC4)cc(C)nc23)cc1
    -1.0 | 2 | -1.9 | 11 | -5 | -2 | 1 | -4 | -1 | -3
> COc1ccc(Cn2c(C)c(C)c(C#N)c2NC(=O)Nc2ccc(Cl)cc2)cc1
    0.4 | 5 | -0.8 | 4 | -12 | 1 | -7 | 2 | 9 | 7
> CCn1ncc(CN2CCN(Cc3ccc(OC)c(C)c3C)C(CCO)C2)c1C (configuration not stated)
    0.7 | -1 | -1.0 | -2 | 2 | 3 | 9 | 5 | -4 | 3
> CCOC(=O)C1=C(C)N=c2s/c(=C\c3ccc(C(=O)O)cc3)c(=O)n2C1c1ccc(F)cc1 (configuration not stated)
    -0.9 | -3 | 2.1 | 7 | -5 | 3 | -2 | -10 | 0 | -2
> Cc1ccc(S(=O)(=O)N(C)C)cc1NC(=O)c1ccccc1SCC(=O)N1CCCC1
    0.7 | 2 | 0.2 | 0 | -7 | -3 | 2 | · | 2 | 2
> COC(=O)C(CCSC)NC(=O)Cn1ncc2c(=O)oc3ccc(C)cc3c21 (configuration not stated)
    -0.4 | 1 | -1.8 | 4 | · | -4 | -8 | · | 6 | -1
> COc1ccc2nc(NC(=O)CCc3nc(-c4ccccc4F)no3)sc2c1
    -1.8 | · | 1.5 | 1 | 9 | 2 | -9 | 5 | 9 | 5
> COCc1nnc(NC(=O)c2ccc(NC(=O)C(C)C)cc2)s1
    -1.1 | · | -0.5 | 11 | · | 0 | -4 | 0 | -2 | 6
> Cc1cc(C(=O)O)c(S(C)(=O)=O)s1
    0.1 | -3 | -0.8 | 2 | 13 | 1 | -3 | -2 | -8 | -2
> CC(=O)N1CCC(=NNc2ccnc3cc(Cl)ccc23)CC1
    -4.0 | 0 | 0.4 | -7 | -6 | -1 | · | 0 | 0 | -1
> Cc1ccc2nsnc2c1S(=O)(=O)NC1CC1
    -1.7 | · | 1.2 | -1 | -4 | 1 | 9 | -2 | -4 | -5
> CCNc1nc(NCC)n2c(SCC(=O)Nc3ccc(OC)c(OC)c3)nnc2n1
    -0.2 | 0 | -0.5 | -3 | 6 | 1 | 4 | 6 | -5 | -1

Some entries already given, reduced to RTF Ca sens act:
Compound | RTF Ca sens act
CC(=O)N1CCC(=NNc2ccnc3cc(Cl)ccc23)CC1 | -1
Cc1ccc2nsnc2c1S(=O)(=O)NC1CC1 | -5

(more compounds)
Fields: CAL PDZ FP-1 | Wnt act | CDK5 inh | Tat export inh | MITF act | V-ATPase pH | Rtt109 HAT inh | CAL PDZ FP-2 | dFosB act | RTF Ca sens act
> COc1cc(CNCCCN2CCOCC2)ccc1OCC(=O)NC(C)(C)C
    0.1 | 13 | 0.5 | 9 | 14 | -3 | 9 | 4 | -7 | 8
> CC(C)C(CC(=O)N1CCCCC1)C1CCOC(C)(C)C1 (configuration not stated)
    -2.2 | 2 | -1.7 | 2 | · | -2 | -5 | -3 | 7 | -3
> CC(C)(C)n1cnc(C(N)=O)c1N
    -1.8 | -7 | -0.1 | 2 | -9 | 9.5* | -1 | 2 | 2 | -1
> O=C(CNC(=O)c1ccccc1)NCC(=O)OCC(=O)c1ccccc1Cl
    -1.0 | 7 | -2.9 | 0 | 2 | 0 | -5 | -2 | 0 | 4
> O=C(COC(=O)c1n[nH]c2ccccc12)Nc1ccc(S(=O)(=O)N2CCCC2)cc1
    -0.9 | · | 1.2 | -8 | -34 | 1 | -9 | -2 | 3 | -6
> CCOc1ccc(NC(=O)C2CC(=O)N=C(N)S2)cc1 (configuration not stated)
    -1.4 | · | -0.6 | 15 | -2 | -3 | -2 | 0 | 3 | 16
> COc1ccc(C(=O)N2CCN(c3ccccc3)CC2)cc1S(=O)(=O)N1CCOCC1
    -2.1 | 0 | 0.9 | -2 | 10 | 2 | 3 | -2 | -2 | -5
> O=C1CCc2cc(S(=O)(=O)Nc3ccccc3Cl)ccc2N1
    0.0 | 3 | -0.1 | -8 | -5 | -3 | 1 | 1 | -5 | 1
> CC1CCN(C(=O)c2[nH]cnc2C(=O)N2CCN(c3ccccc3)CC2)CC1
    0.6 | 0 | 0.6 | 4 | -10 | 4 | -2 | -3 | 2 | 2
